C2C12 statin = protects C2C12 myotubes from simvastatin toxicity; ATP luminescence, 48 h; scaled: DMSO 0, geranylgeraniol control 100; rescue of ATP level, % at 7.49 µM; 0.78% of 330,000 active; AID 602340;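 active = mean ATP rescue above about 67%, or every replicate alone reaching that limit, limit read from the data, passing the limit was not always enough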;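 note: myotubes were challenged with 10 µM simvastatin during compound exposure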
S100A4 inh HTS = inhibitors of human S100A4 binding to myosin IIA peptide. S100A4/TAMRA-MyoIIA peptide fluorescence polarization. inhibition, % at 10.7 µM. 0.14% of 360,000 active;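 active = mean inhibition of at least 70% across replicates, with every replicate also reaching that level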
Target sequence (P26447 whole entry, looked up): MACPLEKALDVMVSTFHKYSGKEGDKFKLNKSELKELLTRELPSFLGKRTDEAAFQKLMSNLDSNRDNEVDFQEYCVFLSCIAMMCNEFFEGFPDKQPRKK
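Material: S100A4 monomer (human). Medium: Calcium-containing HEPES buffer, pH 7.2. Probe or stimulus: labelled myosin peptide probe, 5 nM. Compound dosing: one concentration per compound. Timing: polarization read 5 min after assay mix addition, stable 5–60 min. Benchmarks: DMSO as neutral control, TFP as positive control.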
CASP6 VEID inh = blocks human caspase-6 cleavage activity | P55212 | purified caspase-6, Z-VEID-R110 cleavage fluorescence | inhibition, % at 12.5 µM | 0.53% of 350,000 active;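 active = mean inhibition across replicates at least about 35%, with every replicate also reaching that limit, limit read from the data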;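 note: 0% = median of neutral control wells and 100% = no fluorescence left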
Target sequence (P55212 24-179 limits assumed): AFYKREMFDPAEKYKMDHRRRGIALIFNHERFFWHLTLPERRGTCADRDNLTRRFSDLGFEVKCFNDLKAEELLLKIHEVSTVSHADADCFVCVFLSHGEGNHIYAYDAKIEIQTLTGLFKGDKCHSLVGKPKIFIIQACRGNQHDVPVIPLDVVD
Target sequence (P55212 194-293 limits assumed): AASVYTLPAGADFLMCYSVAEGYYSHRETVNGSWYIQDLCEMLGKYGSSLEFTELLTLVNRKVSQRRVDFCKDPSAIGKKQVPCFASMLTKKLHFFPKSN
esBAF inh = inhibitors of esBAF chromatin remodeling in mouse ES cells | Bmi1-luciferase knock-in reporter, 24 h; 100% = twice the neutral-well signal | reporter increase, % at 12.5 µM | 2% of 350,000 active; in the data active = activation above about 40%;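 note: 0% = median of the plate's neutral control wells and 100% = double that signal; a rise in the Bmi1 reporter signal indicates esBAF inhibition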
LGR2 antag = inhibitors of bursicon-induced Drosophila LGR2 receptor cAMP signaling; HEK293 LGR2, CRE-luciferase, bursicon-stimulated, 4 h; 0.35% of 380,000 active; inhibition, % at 9.99 µM; AID 720647;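 active = drop in luminescence signal, shown as inhibition above about 50% in the replicate tests, limit read from the data, passing the limit was not always enough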;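 note: agonist challenge used bursicon conditioned medium at about half maximal strength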
SIRT5 block = inhibitors of human sirtuin-5 desuccinylase | AID 652115 | inhibition, % at 15 µM | 1.1% of 330,000 active | Q9NXA8 | Purified SirT5, succinyl-peptide AMC, trypsin-coupled fluorescence; in the data active = inhibition above about 15%
Target sequence (Q9NXA8 whole entry, looked up): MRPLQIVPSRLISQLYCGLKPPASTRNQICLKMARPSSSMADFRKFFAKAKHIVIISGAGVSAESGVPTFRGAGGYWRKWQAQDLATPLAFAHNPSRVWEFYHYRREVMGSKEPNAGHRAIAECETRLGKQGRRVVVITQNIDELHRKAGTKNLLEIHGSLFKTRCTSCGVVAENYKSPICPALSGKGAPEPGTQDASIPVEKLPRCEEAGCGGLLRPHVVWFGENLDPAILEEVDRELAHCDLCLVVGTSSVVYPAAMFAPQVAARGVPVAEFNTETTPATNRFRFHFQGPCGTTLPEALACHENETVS
FN deposit inh = fibronectin deposition inhibition; AH1F fibroblasts, Alexa488-fibronectin deposition fluorescence, overnight; inhibition, % at 12.6 µM; 0.086% of 350,000 active;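 active = mean inhibition across replicates of 30% or more, regardless of how many single replicates reach that level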;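 note: positive control wells lacked labelled fibronectin entirely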
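Assay system: AH1F fibroblasts assembling fluorescent fibronectin matrix; Amount: 10000 AH1F cells per well; Buffer or medium: DMEM, 2% serum; Probe or stimulus: Alexa488-fibronectin, 24 nM final in well; Doses: single compound dose, delivered by pin transfer; Incubation: 1 h adhesion, overnight exposure; Measured by: fluorescence 485/525 nm; Read-out: fibronectin deposition inhibition.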
Numbers without * were called inactive; nt = no result given; & = joins results of further samples.

cpd	SMILES	esBAF inh	S100A4 inh HTS	LGR2 antag	CASP6 VEID inh	FN deposit inh	SIRT5 block	C2C12 statin
1	CC(=O)N(C(C)=O)c1c(N2CCCC2)c2ccccc2oc1=O	-4	-3	-6	-1	9	-1	-4
2	Cc1oc2cc3oc(=O)c(CCC(=O)NCCCn4ccnc4)c(C)c3cc2c1C	-2	3	-1	-5	nt	-1	-8
3	Cc1csc(NC(=O)c2cnccn2)n1	22	nt	nt	nt	5	nt	-5
4	COCc1nc2oc3ccccc3c(=O)c2cc1C(=O)OC	48*	-5	7	-2	10	-2	2
5	CC(C)CSc1ncc(-c2cccc(C(F)(F)F)c2)cn1	5	nt	nt	nt	0	nt	4
6	Cc1cnc(C(=O)OCc2ccc(C#N)cc2)cn1	-5	-1	-4	3	-10	-13	5
7	CCCCc1ccc(-c2csc(/C(C#N)=C/c3ccc(C)o3)n2)cc1	-1	nt	nt	nt	-1	nt	-13
8	COc1ccc(NC(=O)CN2C(=O)C(C)Oc3ccccc32)c(OC)c1 (stereo not given)	-2	nt	nt	nt	9	nt	5
9	O=[N+]([O-])c1ccc(N2CCc3ccccc3C2)cc1	33	1	28	-4	-5	-4	4
10	CC=Cc1ccc2n(c1=O)C[C@H]1[C@H](CO)[C@@H](C(=O)NCC(F)(F)F)N(CC3CC3)[C@@H]21 (mixture of isomers)	-1	-8	-4	0	nt	0	-11
11	CC1CCN(S(=O)(=O)c2cc(C(=O)N3CCN(c4ccccc4)CC3)ccc2Br)CC1	-9	-3	27	-3	-13	nt	7
12	COc1ccc(F)cc1COc1nc(C)nc2ccccc12	1	-2	7	-1	2	0	-2
13	CC(=O)Nc1ccc(NS(=O)(=O)c2cc(Cl)sc2Cl)cc1	2	-3	3	-3	0	-1	-3
14	O=C(NCc1ccccc1)c1cc[n+](Cc2ccccc2)cc1	-5	-5	26	0	nt	0	8
15	Cc1c(Nc2nc3ccccc3nc2NS(=O)(=O)c2cccc(Cl)c2)c(=O)n(-c2ccccc2)n1C	nt	2	-5	-4	-1	3	nt
16	CN(Cc1ccccn1)Cc1nc(-c2ccc(Cl)cc2)no1	10	-1	-9	-3	2	0	-3
17	CC[C@@H]1C/C=C\Cc2ccccc2[C@H](C(=O)C[C@@H](O)CC(C)=O)OC1=O	8	-38	nt	0	6	-4	8
18	COc1cc(/C=C(\C#N)C(=O)c2ccc(O)c(O)c2)cc(I)c1O	-3	-15	nt	63*	-2	20*	1
19	CC12C=CC(=O)C=C1CCC1C2C(=O)C[C@@]2(C)C1CCC2(O)C(=O)CO (stereo not given in full)	-8	4	12	6	9	0	17
20	COCCN(CC(=O)Nc1cccc(C)c1C)C(=O)c1cc2c(s1)CCC2	4	0	2	14	-2	-1	-6
21	Cc1ccc(C(=O)Nc2ccc(Nc3ccccc3)cc2)c(Cl)c1	4	-2	-14	-2	4	3	-75
22	C[C@H](CO)N1C[C@H](C)[C@H](CN(C)C(=O)Nc2cccc3ccccc23)OCc2cnnn2CCCC1=O	-4&-2&-1	3&3&2	-6&0	3&0&1	-5&-26	-8&-1&-2	6&-15&-16
23	Cc1cccnc1C(NC(=O)C1CCN(CCOc2ccc(F)cc2)CC1)c1ccc(Cl)cc1 (stereo not given)	-2	-4	37	-1	4	-4	-24
24	CCOc1ccc(OCC)c(NC(=O)C2CCN(S(=O)(=O)c3c(C)[nH]c(=O)[nH]c3=O)CC2)c1	-4	2	9	-1	-10	0	-4
25	O=C(NCCO)c1cc2c([nH]c3ccccc32)c(-c2ccc(F)cc2)n1	11	-2	-19	5	6	-2	-6
26	C[C@H]1CN([C@@H](C)CO)C(=O)Cc2cc(NC(=O)Nc3ccccc3)ccc2O[C@@H]1CN(C)S(=O)(=O)c1ccc(Cl)cc1	2	-13	5	-2	nt	4	31
27	CC(C)NC(=O)NCC[C@@H]1CC[C@@H](NC(=O)Nc2ccccc2)[C@@H](CO)O1	4	7	-1	2	-3	9	7
28	O=C(CSc1nccc(=O)[nH]1)c1ccccc1Br	0	0	6	7	nt	-4	-7
29	COc1ccc(OC)c(NC(=O)COC(=O)CCS(=O)(=O)c2ccc(Cl)cc2)c1	-8	-1	16	-3	5	-2	-1
30	COc1ccc(C2CC(=O)Nc3sc(=N)c4c(N)c(C#N)c(N)nc4c32)cc1OC (stereo not given)	-20	nt	nt	nt	2	nt	-3

Compound profiles, from the list above. Screens in order: esBAF inh	S100A4 inh HTS	LGR2 antag	CASP6 VEID inh	FN deposit inh	SIRT5 block	C2C12 statin
Record of C[C@H]1CN([C@@H](C)CO)C(=O)Cc2cc(NC(=O)Nc3ccccc3)ccc2O[C@@H]1CN(C)S(=O)(=O)c1ccc(Cl)cc1 → 2	-13	5	-2	nt	4	31
Record of CC(C)CSc1ncc(-c2cccc(C(F)(F)F)c2)cn1 → 5	nt	nt	nt	0	nt	4
Record of Cc1csc(NC(=O)c2cnccn2)n1 → 22	nt	nt	nt	5	nt	-5

The listing continues.
cpd	SMILES	esBAF inh	S100A4 inh HTS	LGR2 antag	CASP6 VEID inh	FN deposit inh	SIRT5 block	C2C12 statin
31	Cc1c(NC(=O)C(C)n2cc([N+](=O)[O-])cn2)c(=O)n(-c2ccccc2)n1C (stereo not given)	-7	0	9	7	11	1	3
32	O=C(c1ccccc1F)N1C[C@H]2[C@@H](c3ccccc31)[C@@H](CO)N2C(=O)c1ccccc1	-4	2	-7	1	-5	1	-15
33	C[C@H]1CN([C@@H](C)CO)C(=O)CCCn2cc(nn2)CO[C@H]1CN(C)Cc1ccc2cccnc2c1	-6	-10	-1	-2	-10	-3	3
34	CCOc1c(Cl)cc(CNCC(O)c2ccccc2)cc1OC (stereo not given)	nt	1	22	0	4	-1	nt
35	C[C@@H]1CN([C@@H](C)CO)S(=O)(=O)c2ccc(C#Cc3ccccc3)cc2O[C@H]1CN(C)S(=O)(=O)c1ccccc1F	0	-51	-7	-2	nt	0	-31
36	C/C(=C\c1cc(C(=O)O)c(C)o1)CO	-8	nt	nt	nt	-1	nt	4
37	COc1ccc(-c2cc(C(=O)NCCCN3CCOCC3)on2)cc1OC	-4	10	0	0	-2	-7	6
38	CCCNC(=O)C[C@H]1CC[C@@H]2[C@H](COC[C@H](O)CN2C(=O)c2ccccn2)O1	-3	4	3	-5	-4	-3	2
39	Cn1cccc1/C=N/N1CCN(Cc2cccc3ccccc23)CC1	nt	-2	25	1	-4	3	nt
40	COc1ccc(NC(=O)Nc2ccccn2)cc1OC	23	-3	-19	-1	4	0	1
41	Nc1[nH]c(C(=O)c2ccccc2)c(-c2ccc(Cl)cc2)c1C(=O)c1c[nH]c2ccc(Br)cc12	nt	-4	25	3	2	1	nt
42	CCC(C)[C@H](NC(=O)[C@H](Cc1ccccc1)n1c(=O)[nH]c2ccccc2c1=O)C(=O)N1CCC[C@@H]1C(=O)O (stereo not given in full)	5	3	nt	0	nt	-1	-5
43	COC(=O)c1cccc(NC(=O)c2ccccc2)c1	nt	-2	-6	-4	-4	-2	nt
44	O=C(CNS(=O)(=O)c1cccc(C(F)(F)F)c1)NC1CCCCCC1	nt	-1	0	-2	-3	nt	56
45	CO[C@@H]1CN(C)C(=O)c2ccc(NC(=O)C3CCC3)cc2OC[C@H](C)N(Cc2ccncc2)C[C@@H]1C	-1	7	4	8	nt	0	4
46	Cc1ccc(-c2csc(NC(=O)C3=NN(C4CCS(=O)(=O)C4)C(=O)CC3)n2)cc1 (stereo not given)	nt	-1	4	0	-11	-2	nt
47	Cc1cccc(C)c1-n1nnnc1C1(C)CCC(=O)N1CCCN1CCOCC1 (stereo not given)	nt	5	1	0	-3	0	nt
48	CSc1ccccc1NC(=O)Cc1ccccc1	-5	0	10	-4	16	-1	6
49	C[C@@H]1CCCCO[C@H](CN(C)Cc2ccccc2)[C@H](C)CN([C@H](C)CO)C(=O)c2cc(NC(=O)Nc3cccc4ccccc34)ccc2O1	0	2	10	-2	-19	-1	nt
50	O=C(Nc1ccccc1OC(F)F)c1cccc(S(=O)(=O)N2CCCC2)c1	-3	4	-11	-5	4	2	-7
51	C[C@@H]1CN([C@@H](C)CO)C(=O)c2cccc(NC(=O)NC3CCCCC3)c2O[C@H]1CN(C)C(=O)Nc1ccc(F)cc1	5	7	-13	0	nt	0	-19
52	O=C(C[C@@H]1CC[C@H](NC(=O)c2ccncc2)[C@@H](CO)O1)Nc1ccc(-c2ccccc2)cc1	nt	7	-13	1	nt	-3	nt
53	Cc1ccc(CNC(=O)CSc2nnc3n2CCCCC3)cc1	-6	-1	-8	-2	8	2	-14
54	Cc1cc(C)nc(CCNC(=O)CC2C(=O)NCCN2Cc2ccccc2)n1 (stereo not given)	-5	-4	-12	-6	11	-2	18
55	CCc1cc(C(=O)N2CCN(c3ncccn3)CC2)sc1C	2	12	-25	-2	1	-2	-5
56	COc1ccc(N2CCN(C(=O)COC(=O)/C=C/c3ccc(OC(F)F)cc3)CC2)cc1	-6	-1	-4	1	1	-1	-5
57	O=S(=O)(c1ccc(F)cc1)N1CCN(CC(O)COc2ccccc2F)CC1 (stereo not given)	-9	1	-11	-5	-2	-2	-3
58	COc1ccc(C#Cc2ccc3c(c2)[C@H]2[C@H](CCN2C(=O)c2ccncc2)[C@H](CO)N3)cc1	3	nt	18	nt	8	nt	-23
59	C[C@@H]1CCCCO[C@@H](CN(C)S(=O)(=O)c2cccs2)[C@@H](C)CN([C@@H](C)CO)C(=O)c2cc(NC(=O)Nc3cccc4ccccc34)ccc2O1	9	nt	-1	nt	nt	nt	51
60	CS(=O)(=O)Nc1ccc2c(c1)[C@H]1C[C@@H](CC(=O)NCc3cc(F)ccc3F)O[C@@H](CO)[C@H]1O2	1	-9	11	-3	1	2	9
61	CC=Cc1ccc2n(c1=O)C[C@@H]1[C@@H](CO)[C@H](C(=O)N[C@@H](C)c3ccccc3)[C@H]2N1Cc1cncnc1 (mixture of isomers)	1	5	8	1	8	-8	3
62	OC(c1cccc(F)c1)c1ncc(-c2ccc(Oc3ccccc3)cc2)[nH]1 (stereo not given)	27	-25	-10	6	-3	nt	8
63	O=C(O)c1nn(-c2cccc(Cl)c2)c(=O)cc1O	nt	-1	4	-2	nt	-2	nt
64	C[C@@H]1CCCCO[C@H](CN(C)Cc2ccc(C(F)(F)F)cc2)[C@@H](C)CN([C@@H](C)CO)C(=O)c2cc(NC(=O)Cc3ccccc3)ccc2O1	-2	nt	6	nt	nt	nt	-48
65	Oc1ccc(C=Nc2cccc3ccccc23)c(O)c1	0	-5	7	1	-4	2	16
66	O=S(=O)(Cc1ccccc1)NCC[C@@H]1CC[C@H](NS(=O)(=O)c2ccccc2)[C@H](CO)O1	4	-11	38	-1	nt	-2	1

High-throughput results deposited in PubChem by Broad Institute.

Some of the compounds tested; the hit share may differ from the screen's.
